Giardia FBPA inh: Giardia lamblia aldolase inhibition; AID 2451; purified Giardia FBPA; 290,000 tested, 0.71% active; Potency, µM (highest dose often 59.6 µM), inactives show at the highest dose activity, negative = inhibition, hits mostly inhibitors; further: potency means the concentration at half of the fitted maximal effect; nearly all actives have a fitted effect of over 55% in size
Target sequence (A8B2U2 whole entry, looked up): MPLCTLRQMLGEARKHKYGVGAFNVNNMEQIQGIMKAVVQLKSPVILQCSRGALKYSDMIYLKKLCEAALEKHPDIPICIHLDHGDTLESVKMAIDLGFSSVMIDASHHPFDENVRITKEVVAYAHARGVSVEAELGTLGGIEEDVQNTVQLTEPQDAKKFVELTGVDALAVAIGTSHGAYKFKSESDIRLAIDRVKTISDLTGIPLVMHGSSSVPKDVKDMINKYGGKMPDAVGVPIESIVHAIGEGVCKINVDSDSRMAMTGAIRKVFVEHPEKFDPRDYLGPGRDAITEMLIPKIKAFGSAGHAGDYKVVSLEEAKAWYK
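Giardia FBPA (40 nM reagent) was preincubated 10 min at RT with compound (up to 57.5 uM final), then substrate plus GAPDH/TPI/NAD/arsenate coupling system with diaphorase/resazurin was added; resorufin fluorescence (525/598 nm) was read after 20 min.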
AmpC inh no detg: inhibitors of E. coli AmpC beta-lactamase without detergent; AmpC nitrocefin hydrolysis, absorbance 480 nm, 0.0001% Triton; P00811; Potency, µM (highest dose often 57.1 µM), for inactives: at the top dose activity change, negative = inhibition, hits mostly inhibitors; 330,000 tested, 0.52% active;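 further: potency means the concentration at half of the fitted maximal effect; plate controls were no compound for no effect and no enzyme for full effect; nearly all actives have a fitted effect of over 20% in size; some results filed as inactive show a strong effect at the top dose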
Target sequence (P00811 whole entry, looked up): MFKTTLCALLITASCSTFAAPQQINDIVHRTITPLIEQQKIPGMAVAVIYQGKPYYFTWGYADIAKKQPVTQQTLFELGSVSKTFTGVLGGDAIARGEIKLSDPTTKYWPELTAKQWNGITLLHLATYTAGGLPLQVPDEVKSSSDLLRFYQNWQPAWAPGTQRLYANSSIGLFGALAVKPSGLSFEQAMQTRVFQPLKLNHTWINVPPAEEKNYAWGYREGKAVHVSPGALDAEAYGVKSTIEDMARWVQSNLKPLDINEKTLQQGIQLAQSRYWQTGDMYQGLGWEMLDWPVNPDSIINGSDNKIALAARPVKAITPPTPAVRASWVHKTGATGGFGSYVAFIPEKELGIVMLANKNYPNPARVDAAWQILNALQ
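AmpC (5.3 nM in the dispensed reagent) in 20 mM phosphate pH 7.0 with 0.01% (detergent screen) or 0.0001% Triton X-100 was preincubated with compounds for 15 min at room temperature. Nitrocefin was then added from an 800 uM solution, and hydrolysis was followed at 480 nm.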
HCMV antiviral: inhibitors of human cytomegalovirus | activity change, negative = inhibition, % at 57.5 µM | 410,000 tested, 4.5% active | HFF cells, HCMV-luciferase reporter, 72 h; stronger effect = lower value; in the data active means activity change below about -60%; inconclusive means no clear call, values can overlap the other calls; inactive means above about -39%
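Two-dose cell screen: HFF monolayers treated with compounds and infected with luciferase-expressing HCMV at 1 PFU/cell, 72 h at 37C, then lysed for luciferase measurement.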
Sm TGR block: blocks Schistosoma mansoni thioredoxin glutathione reductase; 360,000 tested, 3% active; purified TGR, DTNB reduction, TNB absorbance 405 nm; Potency, µM (doses to about 114 µM), for inactives: at the highest dose activity change, negative = inhibition, most hits filed as inhibitors; further: potency means the concentration at half of the fitted maximal effect; nearly all actives have a fitted effect of over 60% in size
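Kinetic colorimetric format: TGR-catalysed, NADPH-driven DTNB reduction monitored via TNB absorbance. Enzyme dispensed at 20 nM; compound exposure 15 min at room temperature before reaction start.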
AmpC detergent: inhibitors of E. coli AmpC beta-lactamase with detergent. Potency, µM (titrated, usually from 114 µM), for inactives: at the top dose activity change, negative = inhibition, most hits filed as inhibitors. 370,000 tested, 0.041% active. AmpC hydrolysis of nitrocefin, absorbance 480 nm, 0.01% Triton;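 further: potency means the concentration at half of the fitted maximal effect; 0% = no-compound wells and -100% = no-enzyme wells; nearly all actives have a fitted effect of over 25% in size; some results filed as inactive show a strong effect at the top dose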
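20 mM phosphate pH 7.0 + 0.01% (detergent screen) or 0.0001% Triton X-100; 5.3 nM AmpC reagent; cpd preinc 15 min RT; nitrocefin (800 uM stock) to start; A480 q20 s × 4 min; Activity was normalised to no-enzyme and no-compound control wells.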
AMA1-RON2 inh: inhibitors of Plasmodium falciparum AMA1-RON2 interaction. AlphaScreen AMA1-biotinylated RON2 peptide binding. AID 720542. 360,000 tested, 0.2% active. Potency, µM (titrated, usually from 58.2 µM), for inactives: at the highest dose activity change, negative = inhibition, hits mostly inhibitors;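 further: potency means the concentration at half of the fitted maximal effect; 0% = vehicle wells and -100% = peptide control; nearly all actives have a fitted effect of over 45% in size; some results filed as inactive show a strong effect at the top dose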
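AMA1 (3D7) with his tag at 25 nM final met compounds first, then biotinylated RON2 peptide at 25 nM; detection used donor plus acceptor beads, 10 µg/mL apiece, read by AlphaScreen after 30 min at room temperature.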
* = called active by the depositor; ? = inconclusive; / = not tested or not shown; & = joins results of further samples; [ ] = another dose, or the depositor's remark. Unless noted, the call rests on the fitted dose curve; in most records, active means well fitted curve in the direction sought with a large enough effect; inconclusive means small, poorly fitted or top-dose-only effect, or another doubt; inactive means no such curve, though single readings can be large; an effect the other way counts as inactive or inconclusive. Unless noted, on the % scale 0 is the no-effect control and ±100 the full control effect.

smiles,AmpC inh no detg,HCMV antiviral,Giardia FBPA inh,AMA1-RON2 inh,AmpC detergent,Sm TGR block
Cc1ccc(NC(=O)c2nc(C)n(-c3ccc([N+](=O)[O-])cc3)n2)cc1,-5%,/,8%,3%,-8%,-10%
O=C1CCC(C(=O)OCC(=O)Nc2ccc(Cl)cc2C(F)(F)F)=NN1,-1%,-19,/,0%,/,/
COc1cc2cc(CCCOC(=O)c3ccc(Br)cc3)oc(=O)c2cc1OC,79%[activator],-6,/,-12%,7%,?
CC1C/C(=C/c2cccn2C)C(=O)/C(=C/c2cccn2C)C1 (centres undefined),108%[activator],-11,-26%,?,3%,0%
CC1(C)Cc2c(C#N)c(SCc3ccccc3)nc(N3CCOCC3)c2CO1,-1%,-23,-5%,-21%,2%,-17%
CC1=C(C)C(=O)N(CCC(=O)O)C1=O,-21%,-20,0%,-3%,?,0%
CCN(C(=O)COC(=O)c1cccnc1SC)C1CCS(=O)(=O)C1 (centres undefined),-37%,-15,3%,17%,-2%,8%
Cc1ccc(S(=O)(=O)Nc2nc(C)c(NC(=O)Nc3ccc(Cl)cc3Cl)s2)cc1,-44%,20,?,17%,-1%,?
Cc1cc2c(cc1C)C(c1cc(Br)ccc1F)CC(=O)N2 (centres undefined),-23%,11,-2%,-6%,-2%,-12%
O=C(Nc1ccccc1)Nc1ccccc1NS(=O)(=O)c1cccs1,-35%,4,2%,-13%,-4%,-6%
O=C(O)C1(O)C[C@H](O)C(O)[C@@H](O)C1 (some centres undefined),-20%,7,-1%,-5%,-11%,-2%
Cc1cc(C)nc(SCc2cc(=O)c(OC(=O)c3cccc([N+](=O)[O-])c3)co2)n1,-4%,-17,11%,-7%,6%,-20%
CSc1ccc(CN2CCN(c3ccccc3C)CC2)cc1,-15%,-13,?,?,-9%,0%
CCN(CC(=O)NC1CCS(=O)(=O)C1)S(=O)(=O)c1c(C)c(C)cc(C)c1C (centres undefined),?,-14,/,-11%,-12%,3%
CCN(CC)CCN1C(=O)c2ccccc2NC1c1ccccc1F (centres undefined),-15%,-14,2%,-5%,-14%,-6%
COc1ccc2c(Cl)c(C(=O)NN3CCN(C)CC3)sc2c1,6%,-24,-10%,11%,2%,-1%
CC(NC(=O)c1cccc(S(=O)(=O)N2CCN(Cc3ccccc3)CC2)c1)c1ccc(Br)cc1 (centres undefined),-4%,30,/,-12%,-5%,-24%
Cn1c(=O)c2c(nc(N3CCOCC3)n2CC(=O)C23CC4CC(CC(C4)C2)C3)n(C)c1=O,99%[activator],15,-3%,-22%,-3%,-12%
Cc1[nH]c(=O)[nH]c(=O)c1S(=O)(=O)N1c2ccc(F)cc2CCC1C (centres undefined),-17%,26,-10%,-4%,2%,-5%
CNC(=O)C(=O)Nc1ccc(C)cc1C,-19%,-37,0%,-5%,-2%,-14%
NC(=O)Cn1cc(C(=O)c2cccs2)c2ccccc21,-4%,29,0%,4%,2%,7%
N#CC1=C(N)Oc2cc(N)ccc2C1c1ccccc1Cl (centres undefined),-48%,-29,9%,3%,?,-18%
Cc1ccc(NC(=O)Cn2nc(C(=O)O)c3ccccc3c2=O)cc1S(=O)(=O)N1CCCCC1,-55%,2,/,6%,/,/
Cn1c(=O)c2cc(S(=O)(=O)Nc3ccc4c(c3)OCO4)ccc2n(C)c1=O,-19%,?,1%,6%,-1%,-5%
Cc1ccc(NC(=S)N2CCN(c3ncccn3)CC2)cc1C,-14%,1,-6%,4%[11.6 µM],-12%,3%
CCOC(=O)c1nn(-c2cccc(C)c2)c2nc(-c3ccccc3)c(C#N)c(=O)n12,-14%,-19,8%,4%,5%,1%
COc1ccc(NC(=O)CSc2nc(-c3ccco3)nc3cc(=O)[nH]n23)cc1Cl,-29%,0,/,42%[activator],0%,?
CCCCN1C(=O)CN(CCc2ccccc2)C(=O)C1c1ccc(OC)cc1 (centres undefined),43%,5,/,-3%,-3%,-2%
COc1ccc(NC(=O)c2ccc(S(=O)(=O)N3CC(C)CC(C)C3)cc2)cc1S(N)(=O)=O (centres undefined),-4%,-35,/,-7%,?,4%
CCOc1ccc2[nH]c3c(NCCO)ncnc3c2c1,-25%,48,12%,-8%,0%,-8%

Results in Sm TGR block, Giardia FBPA inh and AMA1-RON2 inh (3 entries from above):
canonical_smiles | Sm TGR block | Giardia FBPA inh | AMA1-RON2 inh
Cc1[nH]c(=O)[nH]c(=O)c1S(=O)(=O)N1c2ccc(F)cc2CCC1C (centres undefined) | -5% | -10% | -4%
CNC(=O)C(=O)Nc1ccc(C)cc1C | -14% | 0% | -5%
NC(=O)Cn1cc(C(=O)c2cccs2)c2ccccc21 | 7% | 0% | 4%

The list continues:
smiles,AmpC inh no detg,HCMV antiviral,Giardia FBPA inh,AMA1-RON2 inh,AmpC detergent,Sm TGR block
Cc1ccccc1Cn1c2ccccc2c2cnn(CC(=O)NCc3ccccn3)c(=O)c21,115%[activator],0&-19,-7%,36%[activator],2%&15%,2%&-4%
Cc1ccc(-c2cc(-c3ccc(Cl)cc3)c(C#N)c(N)n2)o1,-49%,21,?,30%,-1%,3.5µM*
Cc1ccc(C(=O)Nc2ccc(C(=O)N/N=C/c3c[nH]c4ccccc34)cc2)cc1,-31%,206,-11%,26%,?,-7%
Cc1c(NS(=O)(=O)c2cc(C(=O)NCC3CCCO3)cc(Cl)c2Cl)c(=O)n(-c2ccccc2)n1C (centres undefined),-9%,-32,/,-1%,-20%,?
Cc1ccc(C2Nc3ccccc3-n3c(-c4ccccc4)c4c(=O)n(C)c(=O)n(C)c4c32)o1 (centres undefined),/,-16,/,/,27%,-34%
O=C(c1ccc2nc(-c3ccco3)c(-c3ccco3)nc2c1)N1CCN(c2ncccn2)CC1,128%,56,/,-4%,?,10µM*
CCC(C)NC(=O)C(=O)NC1CCCC1 (centres undefined),-9%,-11,4%,32%[activator],-16%,9%
C#CCCCCCCCCC(=O)NCCCC,12%,-5,1%,-27%,-6%,4%
Fc1ccc(-n2ncc3c(NCCCN4CCOCC4)ncnc32)cc1,/,40,/,/,-5%,7%
Cc1cccn2c(=O)cc(CSc3nnc(NC(=O)COc4ccc(F)cc4)s3)nc12,/,-24,/,/,6%,4%
Cc1cc(Nc2cccc(C(F)(F)F)c2)nc2ccc(NC(=O)c3cccnc3)cc12,/,-107*,/,/,14%,10%
COc1ccc(OC(=O)CSc2nnc(-c3ccc(F)cc3)o2)cc1,/,8,/,/,17%,3%
CC(C)=CC1C(C(=O)Nc2ccc(Br)cn2)C1(C)C (centres undefined),-16%,-13,1%,3%,?,5%
CCn1c(=N)n(CCOc2ccc(Br)cc2)c2ccccc21,/,-101*,/,/,5%,15%
Cc1ccc(Cn2ccn(Cc3ccccc3F)c(=O)c2=O)cc1,/,-10,/,/,-5%,-2%
CC(=O)c1cccc(-c2csc(N3CCC(C(N)=O)CC3)n2)c1,31%&-8%,18,/,/,-2%,-24%
CN1CCN(CCOc2ccc(Cc3ccccc3)cc2)CC1,36%,-28,?,-9%,?,4%
NC(=O)[C@H](Cc1cc2ccccc2s1)NC(=O)[C@@H]1CC2(CC(c3cccc(NC(=O)[C@@H]4CCC(=O)N4)c3)=NO2)CN1C(=O)/C=C/c1c(F)cccc1Cl (some centres undefined),135%[activator],/,0%,-11%,-4%,-20%
COc1ccccc1N1CCN(C(=O)CSc2nc3ccccc3c(=O)n2CC2CCCO2)CC1 (centres undefined),158%[activator],-5,3%,35%[activator],-12%,9%
Clc1cccc(N/N=C/c2ccc(N3CCOCC3)cc2)c1,-36%,-27,2%,1%,?,-31%
COc1cccc(C(=O)NCC(=O)N/N=C(C)\C=C\c2ccccc2)c1,-3%,-9,-4%,0%,5%,7%
CCCC(=O)Nc1nnc(-c2ccco2)s1,-16%,21,-7%,-4%,0%,?
Cc1cc(NC(=O)COc2ccccc2C(N)=O)no1,-15%,26,/,-4%,/,/
CC(C)CC(=O)Nc1ccnc(-c2ccncc2)n1,-7%,-36,2%,-5%,-5%,/
COc1cc(/C=N/NC(=O)c2ccc(COc3cc(C)ccc3C(C)C)cc2)cc(OC)c1O,-21%,-88*,-1%,20%[2.32 µM],3%,-7%
Cc1[nH]c(=O)[nH]c(=O)c1NS(=O)(=O)c1ccccc1,-6%,46,1%,-1%,?,4%
O=S(=O)(c1ccccc1)N(CC(F)(F)F)c1ccc(C(O)(C(F)(F)F)C(F)(F)F)cc1,/,-23,-7%,11%,/,/
O=C(CSc1nnc(COc2ccccc2)n1Cc1ccco1)c1ccc(F)cc1,-5%,-27,-2%,2%,9%,-9%
COc1cc(NC(=O)c2sc(C)nc2C)c(OC)cc1NC(=O)c1ccccc1,191%[activator],-9,-1%,-4%,-2%,7%
COC(=O)c1c(C(=O)OC)c(C)n(Cc2cccnc2)c1C,2%,-16,10%,-29%,?,5%
Cn1c(=O)c2ccccc2n(CC(=O)N2CCCc3ccccc32)c1=O,7%,11,4%,-13%,-14%,-7%
C(=N\N1CCOCC1)/c1cccs1,-20%,-14,0%,-16%,?,-5%
O=C1Nc2ccccc2N(O)N1c1ccc(Cl)c(Cl)c1,89%,-29,9%,10%,1%,0%
O=C(COc1ccc([N+](=O)[O-])cc1)Nc1ccc(CN2CCOCC2)cc1,-11%,19,4%,-12%,2%,9%
CC(C)(C)c1nnc(NS(=O)(=O)c2cc(Cl)ccc2Cl)s1,-20%,40,-11%,18%,-9%,-13%
COc1ccc(OC)c(CNC(=O)C2CCCN(c3ncnc4onc(-c5ccc(F)cc5)c34)C2)c1 (centres undefined),/,6,/,/,12%,4%
CCOc1ccc2cc(C#N)c(SCC(=O)NC(C)CC)nc2c1 (centres undefined),-9%,/,1%,/,-15%,-24%
O=C(COC(=O)CCCNC(=O)c1ccc(Cl)cc1)Nc1cc(Cl)ccc1Cl,-40%,-37,-7%,-15%,-10%,-2%
COc1ccc(-c2cc(-c3ccc(F)cc3)nc3c2COc2ccc(F)cc2-3)cc1,/,33,/,/,-3%,-5%
Cc1ccc(Cl)cc1N1CCN(C(=O)Cn2cnc3sc(C)c(S(=O)(=O)N4CCC(C)CC4)c3c2=O)CC1,/,23,/,/,6%,2%
CCOC(=O)C1CCN(C(=O)c2ccc3c(c2)NC(=O)/C(=C\c2cccc(C)c2)S3)CC1,44%,-10,-18%,10%,-1%,5%
CC(C)c1ccc(NC2CCCN(C(=O)c3cscn3)C2)cc1 (centres undefined),4%,8,/,-3%,-5%,8%
O=C(NC12CC3CC(CC(C3)C1)C2)c1ccc(COc2ccc(Cl)cc2[N+](=O)[O-])o1,-4%,/,-7%,-18%,-7%,-15%

Bioassay records deposited in PubChem BioAssay by National Center for Advancing Translational Sciences (NCATS).
